NPY-Y1 PAM-ag – NPY-Y1 receptor potentiators or agonists, primary screen, cell-based | 220,000 compounds, 0.37% hits | AID 1304, 2008 | activation, % at 3.6 µM | NPY-Y1 expressing cells, potentiator/agonist activation | Neuropeptide Y receptor type 1 (Homo sapiens), P25929; in the data active = activation above about 33%, passing the limit was not always enough;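 note: cells stimulated with NPY at EC10 then isoproterenol at EC100; 0% = low agonist plus stimulus and 100% = saturating agonist plus stimulus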
S1P4 antag – S1P4 receptor antagonists, primary screen, cell-based. Sphingosine 1-phosphate receptor 4 (Homo sapiens), O95977. S1P4-expressing cells, antagonist mode, reporter read-out. inhibition, % at 4.98 µM. 220,000 compounds, 0.26% hits. AID 1510, 2009; in the data active = inhibition above about 29%;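 note: 0% = wells stimulated with agonist and 100% = vehicle wells without agonist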
Target sequence (O95977 whole entry, looked up): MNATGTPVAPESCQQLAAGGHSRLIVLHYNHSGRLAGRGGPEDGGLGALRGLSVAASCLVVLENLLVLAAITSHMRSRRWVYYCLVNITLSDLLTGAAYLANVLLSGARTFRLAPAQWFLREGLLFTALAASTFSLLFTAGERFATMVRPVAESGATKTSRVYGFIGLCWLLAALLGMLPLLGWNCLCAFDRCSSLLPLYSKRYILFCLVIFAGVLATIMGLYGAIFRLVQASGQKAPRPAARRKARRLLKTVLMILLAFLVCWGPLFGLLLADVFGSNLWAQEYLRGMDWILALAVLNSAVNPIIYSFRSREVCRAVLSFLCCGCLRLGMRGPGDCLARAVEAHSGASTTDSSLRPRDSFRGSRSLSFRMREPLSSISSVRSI
NPY2 pot ag – NPY-Y2 potentiators or agonists, primary screen, cell-based; Neuropeptide Y receptor type 2 (Homo sapiens), P49146; cells expressing NPY-Y2, potentiator/agonist read-out; activation, % at 3.6 µM; 220,000 compounds, 0.45% hits; AID 1359, 2008; in the data active = activation above about 27%;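 note: cells stimulated with NPY near EC25 plus isoproterenol at EC100; 0% = vehicle plus submaximal agonist and 100% = vehicle plus saturating agonist; some results beyond the cut were filed as inactive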
CHOP inhibitor – inhibitors of CHOP promoter induction, primary screen, cell-based, unfolded protein response, luciferase reporter; CHO-K1 CHOP-promoter luciferase, tunicamycin-induced, 15-18 h; inhibition, % at 10 µM; 220,000 compounds, 3.8% hits;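 active = compounds that reduced the stress-induced luciferase reporter signal by more than about 70% of percent inhibition, limit read from the data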;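 note: 0% = tunicamycin plus vehicle and 100% = wells without tunicamycin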
S1P4 agonist – S1P4 receptor agonists, primary screen, cell-based | Sphingosine 1-phosphate receptor 4 (Homo sapiens), O95977 | S1P4-expressing cell line, agonist reporter assay | activation, % at 4.98 µM | 220,000 compounds, 0.35% hits | AID 1509, 2009; in the data active = activation above about 11%;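 note: 0% = DMSO vehicle and 100% = reference agonist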
EP2 modulator – EP2 receptor modulators, cAMP readout, primary screen, cell-based, HTRF cAMP, PGE2 stimulation; EP2-expressing cells, cAMP HTRF FRET, PGE2 co-stimulation; induction, % at 25 µM; 260,000 compounds, 0.83% hits; AID 940, 2007;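 active = compounds whose cAMP rise, as percent of the full-agonist control response, exceeds 60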;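 note: rat C6 glioma line stably carrying human EP2 under a CMV promoter; the protocol text gives 20 µM as final concentration; 100% = response of wells given 1 µM PGE2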
TRPML3 agonist – human TRPML3 channel agonists, primary screen, cell-based, HEK293 TRPML3-YFP, Fluo-8 calcium fluorescence, 3 µM; Mucolipin-3 (Homo sapiens), Q8TDD5; 100% = the carbachol control signal; activation, % at 3 µM; 220,000 compounds, 0.29% hits; AID 1448, 2008;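 active = activation above its plate's cutoff, the mean activation of the plate's test wells plus 3 SD, cut at about 12% in these data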;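 note: 0% = DMSO only wells and 100% = carbachol wells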
Target sequence (Q8TDD5 whole entry, looked up): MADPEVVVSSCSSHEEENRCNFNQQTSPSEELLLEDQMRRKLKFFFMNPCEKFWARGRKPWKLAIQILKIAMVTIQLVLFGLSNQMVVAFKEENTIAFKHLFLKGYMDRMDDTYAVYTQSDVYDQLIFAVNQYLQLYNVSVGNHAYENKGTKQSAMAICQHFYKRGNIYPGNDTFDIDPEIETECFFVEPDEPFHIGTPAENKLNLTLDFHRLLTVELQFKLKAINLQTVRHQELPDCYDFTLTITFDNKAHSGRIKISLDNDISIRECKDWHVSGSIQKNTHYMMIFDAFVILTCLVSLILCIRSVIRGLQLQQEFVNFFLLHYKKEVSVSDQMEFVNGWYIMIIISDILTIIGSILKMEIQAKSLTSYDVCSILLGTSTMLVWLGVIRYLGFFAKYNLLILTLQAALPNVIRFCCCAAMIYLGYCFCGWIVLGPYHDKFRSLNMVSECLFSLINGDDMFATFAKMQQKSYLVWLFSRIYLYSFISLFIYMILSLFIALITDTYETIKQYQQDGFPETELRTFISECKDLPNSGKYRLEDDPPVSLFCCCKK
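Material: HEK293 cells stably carrying human TRPML3-YFP; compound dosing: single dose, 3 µM final nominal compound, 0.3% DMSO final; incubation: 1-h 37 °C dye load, 5-s basal, 120-s post-compound reads; technique: Fluo-8 intracellular calcium fluorescence, excitation 470-495 nm, emission 515-575 nm; read-out basis: percent activation from peak-to-basal fluorescence ratio, scaled between DMSO and carbachol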
NPY Y1 blocker – NPY-Y1 receptor antagonists, primary screen, cell-based. Neuropeptide Y receptor type 1 (Homo sapiens), P25929. HEK293-CNG Y1 cells, membrane potential fluorescence; NPY at EC95, then isoproterenol. inhibition, % at 3.6 µM. 200,000 compounds, 1% hits. AID 1040, 2008;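 active = inhibition above the campaign mean inhibition of all tested compounds plus 3 SD, cut at about 20% in these data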;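 note: 0% = DMSO wells given NPY plus isoproterenol and 100% = isoproterenol alone without NPY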
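Material: HEK293 cells with Y1 receptor plus CNG channel; times: compound incubation 1 h at room temperature, readout 45 min post-stimulation; signal: fluorescence, membrane potential probe; read-out basis: fluorescence ratio normalized to % inhibition between controls; benchmarks: full-block control isoproterenol-only wells, zero-block control NPY plus isoproterenol wells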
zfTRPN1 agonist – zebrafish TRPN1 channel agonists, primary screen, cell-based, HEK293, calcium fluorescence; transient receptor potential cation channel N1 (TRPN1/NompC), Danio rerio; HEK293 zebrafish TRPN1-YFP, Fluo-8 calcium fluorescence; 100% = response to 87 µM carbachol; activation, % at 3 µM; 220,000 compounds, 0.18% hits;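 active = activation above its plate's cutoff, the mean activation of test wells on that plate plus 3 SD, cut at about 19% in these data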;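 note: 0% = DMSO alone and 100% = 87 µM carbachol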
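Control set: carbachol 87 µM as high control, DMSO as low control; system: HEK293 stable line with zebrafish TRPN1-YFP; read-out: % activation versus carbachol response; detection: intracellular calcium fluorescence with Fluo-8; doses: single test compound dose, 3 µM nominal, 0.3% DMSO; schedule: dye 1 h 37 °C plus 30 min RT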
Numbers without * were called inactive; / = no result given; & = joins results of further samples.

#	smiles	NPY-Y1 PAM-ag	S1P4 antag	NPY2 pot ag	CHOP inhibitor	S1P4 agonist	EP2 modulator	TRPML3 agonist	NPY Y1 blocker	zfTRPN1 agonist
1	COc1ccc(C(C)=O)cc1CSc1nnc(C)n1-c1ccccc1	-1	-11	-5	1	2.7	18	0.8	3	0.6
2	COc1ccc(C(CCNCc2ccc(OC(C)C)cc2)C(C)C)cc1 (stereo not drawn)	1	4	-11	19	-0.6	-9	0.9	/	-0.1
3	CCCCn1c(CN2CCN(c3ccccc3)CC2)nc2c1c(=O)n(C)c(=O)n2C	-15	-29	-11	/	4.6	-1	-0.3	2	-0.5
4	CCOc1cc2[nH]c(=S)n(CC3CCCN3CC)c(=O)c2cc1OCC (stereo not drawn)	0	4	8	39	-1.4	28	0.4	0	2.7
5	Cc1nnc(SCC(=O)NCc2cccs2)[nH]c1=O	-9	-5	7	4	0.1	2&9	0.8	0	0.8
6	O=C(NCc1ccco1)c1cccs1	13	-8	11	76*	0.3	0	-0.4	0	0.9
7	COC(=O)Cn1c(CN(Cc2ccccc2)Cc2ccccc2)nc2c1c(=O)[nH]c(=O)n2C	-3	8	-10	22	1.2	22	0.1	-3	-1.8
8	COc1ccc(/C=N/N=C2/NC(=O)C(CC(=O)NC(N)=O)S2)cc1 (stereo not drawn)	-22	-7	-2	2	0.7	12	0.5	5	0.4
9	O=C(N/N=C/c1cccs1)C(O)c1ccccc1 (stereo not drawn)	11	9	-20	6	0.6	-25	0.5	/	1.2
10	Clc1ccc(NC2=NCCC2)cc1Cl	-19	12	-8	25	-2.0	-1	0.6	-2	0.8
11	COC(=O)c1[nH]c2cccc(OC)c2c1NC(=O)C(C)N1CCC(C)CC1 (stereo not drawn)	6	-6	4	4	-3.1	19	0.3	3	0.5
12	CCOC(=O)c1ccc(-c2ccc(/C=N/NC(=O)Cc3nnc(N)s3)o2)cc1	11	-10	-20	-14	-0.1	-16	-0.4	/	0.3
13	O=C(/C=C/c1ccc2c(c1)OCCO2)c1ccccc1	3	12	-15	-30	-2.0	-8	0.3	/	1.2
14	COC(=O)C1=C(C)N(c2ccc(C)c(C)c2)/C(=C/c2cccs2)C1=O	4	-9	6	10	1.7	-63	0.7	-3	2.3
15	O=C(COC(=O)Cc1cn2ccsc2n1)NCc1ccc2c(c1)OCO2	2	2	1	-6	0.6	22	0.7	0	0.5

2 compounds drawn at random from the list so far, as already listed:
#	smiles	NPY-Y1 PAM-ag	S1P4 antag	NPY2 pot ag	CHOP inhibitor	S1P4 agonist	EP2 modulator	TRPML3 agonist	NPY Y1 blocker	zfTRPN1 agonist
8	COc1ccc(/C=N/N=C2/NC(=O)C(CC(=O)NC(N)=O)S2)cc1 (stereo not drawn)	-22	-7	-2	2	0.7	12	0.5	5	0.4
11	COC(=O)c1[nH]c2cccc(OC)c2c1NC(=O)C(C)N1CCC(C)CC1 (stereo not drawn)	6	-6	4	4	-3.1	19	0.3	3	0.5

Next part
#	smiles	NPY-Y1 PAM-ag	S1P4 antag	NPY2 pot ag	CHOP inhibitor	S1P4 agonist	EP2 modulator	TRPML3 agonist	NPY Y1 blocker	zfTRPN1 agonist
16	O=C(CN1C(=O)COc2ccccc21)NCCCN1CCc2ccccc2C1	7	3	-5	28	0.8	0	1.1	-1	0.2
17	CCN(CC)c1ccc(/C=N/NC(=O)c2c[nH]c3ccccc23)cc1	-1	-16	-16	20	1.8	-40	0.3	4	-1.4
18	CCOC(=O)c1c(C)n(C)c2c(C)cc(O)c(OC(=O)CC)c12	-21	8	-10	16	-0.6	16	0.4	-6	0.6
19	O=C(Nc1nc(-c2ccccn2)cs1)c1ccc([N+](=O)[O-])o1	-1	3	-6	43	0.0	-19	0.2	/	2.1
20	Cc1nc2scc(-c3ccc(C(C)C)cc3)c2c(=O)n1N	5	10	6	37	1.1	-18	-0.7	5	0.2
21	CC1=C(C(=O)N(C)CCC#N)C2(CCCCC2)OC1=O	3	-18	-16	45	1.9	1	0.6	2	0.6
22	Cn1c(=O)[nH]c(=O)c2c1nc(Sc1ncccn1)n2CCCc1ccccc1	6	3	8	17	-0.5	5&-19	0.4	1	1.0
23	CCOC(=O)c1ccc(NCc2nc3ccccc3n2C)cc1	2	-47	-23	-17	-0.6	-18	-1.0	2	-1.1
24	COc1ccc(C(=O)NNC(=O)CSc2nnc(C)n2CC2CCCO2)cc1 (stereo not drawn)	6	-9	0	-6	2.3	-1&12	1.1	-2	1.7
25	CC(=O)NC(NC(=S)Nc1ccc(N=Nc2ccccc2C)cc1C)C(Cl)(Cl)Cl (stereo not drawn)	-5	-15	2	45	1.0	-3	0.6	4	-0.1
26	Cc1ccc(N2CCN(C(=O)c3ccccc3NC(=O)c3ccccc3C(=O)O)CC2)cc1	1	-14	12	-29	-3.2	-12	0.3	1	-1.1
27	CCO[C@H]1OC(C(=O)N2CCN(Cc3ccc4c(c3)OCO4)CC2)=C[C@@H](c2ccc(Br)cc2)[C@@H]1CCCO	16	12	-21	9	-2.3	-8	0.0	11	-0.4
28	COc1ccc(Br)cc1CN(C)CC(=O)Nc1c(Cl)ccc(C)c1Cl	2	-7	6	41	0.6	14	0.2	-1	0.0
29	Cc1ccc(C(=O)N/C(=C\c2ccccc2)C(=O)NCc2cccnc2)cc1	4	-19	14	0	1.4	10	-0.8	-2	-0.9
30	CCOc1ccc(C(=O)/C=C/c2ccc(OC)c(OC)c2)cc1	1	-25	3	-8	0.2	-7	1.6	3	2.7
31	COc1cc(CNC2CCCC2)cc(Br)c1OCC(=O)Nc1ccccc1C	4	-13	-11	12	1.5	-49	0.8	1	0.9
32	Cc1ccc(S(=O)(=O)NC2c3cccc4cccc(c34)C2Sc2ncccn2)cc1 (stereo not drawn)	-7	-11	19	-10	0.8	30	3.4	4	2.5
33	CCN(CC)S(=O)(=O)c1ccc(N/N=C/c2cc(OC)ccc2O)nc1	-6	-24	-1	63	1.7	-70	0.0	0	2.2
34	CNC(=O)COc1ccc(S(=O)(=O)Nc2ccc(C)cc2)cc1	20	-7	4	7	1.2	-22	0.8	/	1.2
35	O=C(COC(=O)c1ccccc1C(=O)c1ccc(Cl)c([N+](=O)[O-])c1)NC1CC1	11	0	3	106*	-0.7	-3	0.2	-6	-1.1
36	COc1ccc2nc(NC(=O)C3CCN(S(=O)(=O)c4cccs4)CC3)sc2c1	10	-13	4	41	1.6	-27	1.9	-11	7.3
37	CC(C)NC(=O)c1ccccc1NC(=O)CCS(=O)(=O)Cc1ccccc1	0	-20	-3	11	-1.2	16	0.7	0	-0.8
38	Cc1ccccc1/C=C/c1nc2ccccc2c(=O)[nH]1	-12	1	-7	9	1.2	-23	0.5	/	-0.6
39	CC1(C)CC(CCNC(=O)CCl)(c2ccccc2)CCO1 (stereo not drawn)	8	-20	10	-2	1.0	-12	0.9	/	0.7
40	c1ccc(SCCCCNC2CCCC2)cc1	-7	-1	0	9	-0.2	25	1.2	6	-2.0
41	COc1ccccc1CNC(=O)COC(=O)c1ccc(S(=O)(=O)N2CCCC2)cc1	9	1	4	5	0.9	-4	0.8	-1	1.1
42	CC1CN(S(=O)(=O)N(C)C)CCN1S(=O)(=O)N(C)C (stereo not drawn)	3	6	-12	10	-0.1	16	0.4	-1	0.7
43	CC1c2[nH]c3ccccc3c2CCN1S(C)(=O)=O (stereo not drawn)	5	-5	2	2	-1.9	-5	0.3	-2	1.1
44	CC(=O)Nc1cccc(NC(=O)c2cc(C)on2)c1	6	6	-10	-13	-1.9	2	0.4	4	-0.5
45	Cn1nc(C(=O)NNc2c(F)c(F)cc(F)c2F)c2ccccc2c1=O	-10	-11	-1	6	0.8	-36	0.9	3	3.0
46	COc1ccc2c(Cl)c(C(=O)N/N=C/c3c(C)[nH]c4ccccc34)sc2c1	-4	4	5	45	0.5	-20	0.2	2	0.6
47	Cc1ccn2c(-c3csc(NCc4ccco4)n3)c(C)nc2c1	9	-9	12	34	-0.1	43	0.5	-3	-0.5
48	Cc1ccc(-n2cccc2/C=C2\C(=N)N3N=C(C(C)C)SC3=NC2=O)cc1	19	-9	9	13	-0.3	-16	-0.3	0	-0.1
49	CN(C)CCNC(=S)Nc1ccc(Cl)cc1	-33	2	8	-9	-2.1	10	-0.3	1	-0.4
50	CC(C)Cn1c(CN2CCN(c3ccccc3F)CC2)nc2c1c(=O)[nH]c(=O)n2C	-16	3	7	-5	-0.5	9	0.5	3	-0.6
51	CCOc1ccc2c(C)nc(NC3=NC(C)(C)C=C(C)N3)nc2c1	-23	-18	-21	57	0.8	10	0.3	12	-0.1
52	O=C(Nc1ccccc1)c1csc(-c2ccccc2)n1	-15	-5	-18	17	-1.4	24	-0.7	12	-2.0
53	Cc1cccc(OCC(=O)NCC(=O)N/N=C/c2cccnc2)c1	-11	-1	3	-6	1.5	27	0.7	/	2.1
54	Cc1cccc(NC(=O)Nc2ccc(C)c(C)c2)n1	-28	-12	-17	47	3.4	-5	0.3	2	-0.2
55	Cc1ccc(N2CCN(S(=O)(=O)N3CCCCC3)CC2)cc1Cl	10	10	2	32	-2.1	-36	0.7	2	-1.4
